IL-1B inflam inh = inhibitors of inflammasome signaling (IL-1 beta secretion); activity change, % at 57.5 µM; 4.7% of 360,000 active; THP-1 LPS/ATP IL-1B secretion, AlphaLISA, 16 h; active compounds read low; in the data active means activity change below about -50%; inconclusive means mostly about -30% to -49%; further: on the % scale 0 is the no-effect control and ±100 the full control effect
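THP-1 cells pretreated 1 hr with compounds (up to 57.5 uM final), then stimulated with LPS (250 ng/mL final) plus ATP (1.25 mM final); secreted IL-1B measured by AlphaLISA after 16 hr, decreased signal indicating inhibition.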
MCF10A rereplic = DNA re-replication induction in MCF 10a cells; Potency, µM (doses to about 46.1 µM), without a hit: at the top dose activity, positive = re-replication, hits mostly activators; 2.9% of 350,000 active; AID 624296; MCF 10A DNA re-replication, Hoechst nuclear intensity, 48 h; further: potency means the concentration at half of the fitted maximal effect; % of control where 0% means no effect; nearly all actives have a fitted effect of over 50% in size
ATXN viability = viability counter-screen for ATXN expression inhibitors | AID 651635 | 0.49% of 400,000 active | S2 cells (HEK-293 line with an ATXN2-luciferase reporter) viability, CellTiter-Fluor protease fluorescence, 24 h | Potency, µM (top dose mostly 56.7 µM), usual class: cytotoxic; further: potency means the concentration at half of the fitted maximal effect; nearly all actives have a fitted effect of over 40% in size
HT1080 IDH1KD tx = toxicity to HT-1080 IDH1 knockdown cells (counter line); Potency, µM (highest dose often 46.1 µM), for the others: at the highest dose activity, negative = toxicity, most hits filed as cytotoxic; HT-1080 IDH1 knockdown viability, ATP luminescence, 48 h; 2% of 360,000 active;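 further: potency means the concentration at half of the fitted maximal effect; 0% = DMSO wells and -100% = cell-free medium wells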
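Viability of IDH1-knockdown HT-1080 fibrosarcoma cells was assessed by CellTiter-Glo after 48 h at 37 °C with titrated compound; concentration-effect curves were classified by fit quality and response size.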
HT1080-NT tox = kills 2HG-producing HT-1080-NT fibrosarcoma cells | HT-1080-NT fibrosarcoma viability, CellTiter-Glo ATP luminescence, 48 h | Potency, µM (series often up to 46.1 µM), for inactives: at the highest dose activity, negative = less viability, hits mostly cytotoxic | 1.6% of 360,000 active | AID 686970;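 further: NT is the 2HG producing partner of a matched IDH1 knockdown line; potency means the concentration at half of the fitted maximal effect; 0% = DMSO-treated cells and -100% = media-only wells without cells; nearly all actives have a fitted effect of over 55% in size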
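Read-out is CellTiter-Glo luminescence after 10 minutes at room temperature, following 48 hours' compound treatment of HT-1080-NT cells (750 cells/well, RPMI, 5% FBS, 37 degrees C).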
KB-3-1 cytotox = kills parental KB-3-1 adenocarcinoma cells; AID 1347075; KB-3-1 viability, CellTiter-Glo ATP luminescence, 72 h; Potency, µM (series often up to 46.1 µM), without a hit: at the top dose activity change, negative = cytotoxic, actives largely listed as cytotoxic; 1.4% of 400,000 active; further: potency means the concentration at half of the fitted maximal effect; on the % scale 0 is the no-effect control and ±100 the full control effect; nearly all actives have a fitted effect of over 60% in size
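72 h, 37 °C compound treatment of KB-3-1 parental cells; CellTiter-Glo added, 10 min, luminescence read. Data corrected against DMSO-only plates and normalized before curve fitting.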
HepG2 tox = counter-screen for TGF-b inhibitors: cytotoxicity in HepG2 cells | HepG2 CAGA-GFP viability, ATP luminescence, 18 h | Potency, µM (series often up to 46.1 µM), without a hit: at the highest dose activity change, negative = cytotoxicity, hits mostly cytotoxic | 0.76% of 410,000 active; further: potency means the concentration at half of the fitted maximal effect; some results filed as inactive show a strong effect at the top dose
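HepG2 CAGA-GFP cells (1000/well, DMEM with 1% FBS) received compound, then TGF-beta at 500 pg/mL final, and were incubated 18 hours at 37 degrees C. Viability was read by CellTiter-Glo luminescence. Media-only wells were set as complete cell-killing and DMSO as no toxicity.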
ATXN2 expr inh = inhibitors of ATXN2 expression; HEK-293 ATXN2-luciferase reporter, luminescence, 24 h; Potency, µM (doses to about 57 µM), without a hit: at the top dose activity change, negative = inhibition, hits mostly inhibitors; 0.72% of 360,000 active; AID 1745845; further: potency means the concentration at half of the fitted maximal effect; on the % scale 0 is the no-effect control and ±100 the full control effect; nearly all actives have a fitted effect of over 55% in size
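ATXN2-luciferase reporter cells (luciferase flanked by upstream and downstream ATXN2 gene portions) were treated 24 h at 37 °C with compounds at up to 57 uM. SteadyGlo luminescence gave expression; GF-AFC fluorescence gave viability.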
SW480 rerep = inducers of DNA re-replication in SW480 colon cancer cells | Potency, µM (highest dose often 46.1 µM), inactives show at the top dose re-replication activation, hits mostly activators | SW480 DNA re-replication, Hoechst DNA content imaging, 48 h | 1.8% of 340,000 active | AID 624297; further: potency means the concentration at half of the fitted maximal effect; % of control where 0% means no effect; nearly all actives have a fitted effect of over 55% in size
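Cells (250 per well) received 23 nL compound or DMSO by pin tool and were kept 48 hr at 37 C, 5% CO2. Nuclei were then stained with Hoechst for 40 min and scanned for DNA content.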
Active calls of the source: *; i = inactive; ? = inconclusive; · = no result given; & = joins results of further samples; [ ] = dose if it differs, or a comment. Unless noted, the call rests on the fitted dose curve; in most records, active means well fitted curve in the direction sought with a large enough effect; inconclusive means small, poorly fitted or top-dose-only effect, or another doubt; inactive means no such curve, though single readings can be large; an effect the other way counts as inactive or inconclusive.

SMILES	IL-1B inflam inh	MCF10A rereplic	ATXN viability	HT1080 IDH1KD tx	HT1080-NT tox	KB-3-1 cytotox	HepG2 tox	ATXN2 expr inh	SW480 rerep
Cc1c(OC(=O)c2ccc([N+](=O)[O-])cc2)c2c(c[n+]1C)COC(C)(C)OC2	6	-5%	i	10%	-3%	0%	-15%	3%	-2%
Cc1ccc(S(=O)(=O)N(C)CC(=O)Nc2ccccc2)cc1	-13	-3%	i	-4%	2%	1%	-2%	0%	0%
CCOC(=O)N1CCN(C(=O)c2cn(CCOC)c(=O)c3c2c2ccccc2n3C)CC1	-3	15%	i	-2%	3%	9%	-6%	-21%	-6%
CCc1nc2ccc(C(=O)NCCN(C)C)cn2c1N(CC)CCOC	-8	·	i	?	13%	13%	1%	8%	·
CCN(c1cc(C)cc(C)c1)S(=O)(=O)c1nnc(NC(=O)c2ccco2)s1	6	1%	i	1%	-3%	15%	0%&-17%	7%	0%
CC(Oc1cc2oc(=O)c3c(c2cc1Cl)CCCC3)C(=O)NCCN1CCOCC1 (stereo not given)	12	5%	i	-14%	-3%	-1%	-1%	-2%	1%
Cc1ccc(C)c(Cn2c3ccccc3c3cnn(CC(=O)NCc4ccccc4)c(=O)c32)c1	·	·	i	·	·	0%	2%	16%	·
CCOC(=O)c1c(NC(=O)CSc2ccccc2C(=O)O)sc(C)c1C	33	6%	i	-2%	-14%	-3%	19%	-20%	-1%
O=C(CSC(=S)N1CCCC1)NCCc1ccccc1	16	-1%	i	-2%	-17%	?	6%	6%	6%
O=C(/C=C/c1ccc(Cl)c(Cl)c1)N1CCc2ccccc21	1	3%	i	?	?	0%	-3%	53%[activator]	-3%
Cc1cc(Br)ccc1SCC(=O)OCC(=O)NC1CC1	2	0%	i	-1%	0%	6%	-8%	-3%	8%
CCOC(=O)c1cc(NC(=O)c2cccs2)ccc1N1CCOCC1	-16	12%	i	-11%	-1%	3%	-8%	11%	-3%
CCOc1cc(-c2nc3n(c(=O)c2C#N)CCS3)ccc1O	?	16%	i	16%	9%	?	4%	-3%	-9%
Cc1ccc(-n2c(SCC(=O)Nc3ccc4c5c(cccc35)CC4)nc(O)cc2=O)cc1	0	17%	i	3%	1%	18%	12%	4%	-3%
CN1CCN(C(=O)c2cc3c(c(-c4cccc(-c5cc6ccccc6o5)c4)n2)[C@H](CCO)N(S(=O)C(C)(C)C)C3)CC1 (stereo not given in full)	0	·	i	-19%	-23%	0%	-6%	-16%	·
COC(=O)c1ccc(C2Nc3c(C)cccc3-c3cc(C)nn32)cc1 (stereo not given)	·	·	i	·	·	?	-6%	-22%	·
COC(=O)c1ccc2c(c1)N(CC(=O)Nc1ccc(C)cc1Cl)C(=O)c1ccccc1S2	·	·	i	·	·	?	-13%	-4%	·
CCCCC(c1nc2ccccc2[nH]1)N(C(=O)c1ccccc1)c1ccccc1[N+](=O)[O-] (stereo not given)	18	·	?	1%	-4%	0%	2%	-2%	·
COc1cccc(CN2CCN(C3CCOCC3)CC2CCO)c1 (stereo not given)	4	-11%	i	-2%	0%	?	-39%	-7%	-2%
CC(C)Cn1nc(C(=O)Nc2cccc(C(=O)NC3CC3)c2)c2ccccc2c1=O	-1	25%	i	0%	-9%	2%	-16%	-2%	-9%
COc1ccc2nc(N3C(=O)CC(Cc4ccc(C)cc4)C3=O)sc2c1 (stereo not given)	-6	14%	i	-13%	-5%	-3%	-26%	-15%	-2%
CCN(CC(=O)NCc1ccc(Cl)cc1)C(=O)CSc1ccccc1	-12	-1%	i	4%	9%	3%	0%	1%	-5%
Cc1nn2cc(-c3cccc(Cl)c3)cnc2c1Cl	14	9.2µM*	?	?	0%	13µM*	-24%	6%	6.5µM*
Cc1ccc(S(=O)(=O)N2C[C@H]3C(=O)C[C@@H](c4ccccc4F)N(S(=O)(=O)c4ccc(C)cc4)[C@H]3C[C@H]2c2ccccc2)cc1	-4	·	i	2%	5%	0%	0%	-5%	·

Structural class: the entries above with a furan ring, fused or not (two)
SMILES	IL-1B inflam inh	MCF10A rereplic	ATXN viability	HT1080 IDH1KD tx	HT1080-NT tox	KB-3-1 cytotox	HepG2 tox	ATXN2 expr inh	SW480 rerep
CCN(c1cc(C)cc(C)c1)S(=O)(=O)c1nnc(NC(=O)c2ccco2)s1	6	1%	i	1%	-3%	15%	0%&-17%	7%	0%
CN1CCN(C(=O)c2cc3c(c(-c4cccc(-c5cc6ccccc6o5)c4)n2)[C@H](CCO)N(S(=O)C(C)(C)C)C3)CC1 (stereo not given in full)	0	·	i	-19%	-23%	0%	-6%	-16%	·

(continued)
SMILES	IL-1B inflam inh	MCF10A rereplic	ATXN viability	HT1080 IDH1KD tx	HT1080-NT tox	KB-3-1 cytotox	HepG2 tox	ATXN2 expr inh	SW480 rerep
O=C(N/N=C/c1ccccn1)c1cc(-c2ccncc2)nc2ccccc12	-24	?	?	14%	9%	-23%	11%	?	-3%
CN(C)c1ccc(/C=N/NC(=O)C[n+]2ccccc2)cc1	-9	1%	i	8%	7%	?	3%	32%	1%
CN(C(=O)CCN1C(=O)C2C3C=CC(C3)C2C1=O)c1ccccc1 (stereo not given)	12	2%	i	5%	3%	8%	4%	5%	-8%
CC1(C)C(=O)C2(CCCCC2)C(=O)OC1c1ccc(O)cc1 (stereo not given)	33	?	i	-20%	?	-15%	-27%	-24%	0%
CC(C)c1ccc2c(c1)C(=O)NC(C)(C)C2	-1	3%	i	4%	5%	10%	-14%	25%	-4%
CN(Cc1ccno1)C(=O)CC1C(=O)NCCN1CC(c1ccccc1)c1ccccc1 (stereo not given)	22	1%	i	9%	-1%	4%	0%	-3%	-3%
CCCCC(=O)Nc1ccccc1C#N	19	-34%[inhibitor]	i	-6%	1%	0%	6%	-3%	-3%
O=C(NCC1CCCO1)Nc1ccc2c(c1)OCO2 (stereo not given)	-25	3%	i	2%	7%	?	3%	25%	-19%
CCn1c(/C=N/NC(=O)c2ccc(OC)cc2)nc2ccccc21	-19	?	?	-18%	-2%	0%	-6%	?	-243%[inhibitor]
O=C(Nc1ccc(OC(F)(F)F)cc1)N1CCc2nc(NCc3cccc(Oc4ccccc4)c3)ncc2C1	-22	·	i	23µM*	?	?	-18%	0%	·
COc1cccc(CN2CCN(C(=O)c3oc4c(F)cccc4c3C)CC2=O)c1	-3	24%	i	-2%	-1%	22%	-31%	-11%	6%
Cc1nn(-c2ccc(F)cc2)c2nc(N)c(C#N)c(-c3ccc(O)c(O)c3)c12	-7	2%	i	?	?	-11%	-52%	-24%	17%
CCc1nc(Nc2cccc(OC)c2)c2oc3ccccc3c2n1	-11	-15%	·	-9%	-1%	-16%	2%	-21%	5%
CC(C)C(=O)NCCc1nc2ccccc2n1CCOc1ccccc1	10	-6%	i	5%	-2%	10%	1%	4%	-4%
COc1ccc(CNC(=O)C2CCN(S(=O)(=O)c3ccc(SC)cc3)CC2)cc1	-3	11%	i	-4%	-2%	-6%	1%	-20%	-2%
O=C1N=C(c2ccccc2)S/C1=C\c1cccs1	-25	-4%	?	1%	2%	-8%	3%	12%	-10%
Cc1cc2ccccc2n1CCNC(=O)C(C)Oc1ccccc1 (stereo not given)	-17	11%	i	-8%	0%	0%	-18%	-12%	-1%
Nc1cc(C(=O)N2CCN(c3cccc(Cl)c3)CC2)ccc1N1CC2CC(C1)c1cccc(=O)n1C2 (stereo not given)	-7	·	i	-20%	-12%	-17%	9%	·	·
CC(C)NC(=O)CCc1nc2cccnc2n1-c1ccccc1	-8	0%	i	-2%	1%	1%	-10%	19%	1%
COc1cccc(CNC(=O)CN(c2ccc(C(C)C)cc2)S(=O)(=O)c2c(C)n[nH]c2C)c1	·	·	?	·	·	10%	-3%	?	·
CCOc1cc(NC(=S)NCC2CCCO2)c(OCC)cc1NC(=O)c1cccc(C)c1 (stereo not given)	?	?	i	-17%	-4%	0%	-19%	-10%	19%
COc1cc2c(cc1OC)C(SC)=NC(C)(C)C2	-102*	-1%	?	?	?	6%	-70%	?	181%
CCc1ccc(-c2nn(-c3ccccc3)cc2C2SCC(=O)N2Cc2ccco2)cc1 (stereo not given)	-25	?	i	-13%	-8%	1%	-11%	-10%	4%
COCCCNC(=O)c1sc2ncccc2c1-n1cccc1	·	·	i	·	·	-4%	9%	11%	·
C[n+]1ccc(/C=C/c2cccs2)cc1	14	-21%	i	?	-20%	?	-24%	-8%	-3%
CC(=O)Nc1ccc(S(=O)(=O)N2CCN(C(=O)N3CCCCCC3)CC2)cc1	19	-2%	i	-8%	-10%	-13%	18%	-3%	-7%
CC(=O)Nc1ccc(CN2CCN(Cc3ccc(C)cc3)C(CCO)C2)cc1 (stereo not given)	-7	-1%	i	-2%	-7%	2%	-15%	·	-38%[inhibitor]
COCC(C)NC(=O)C1CC(=O)N(c2ccc(C)cc2)C1 (stereo not given)	-7	-1%	?	3%	-5%	12%	-13%	-11%	8%
C=CCC1(CC=C)CCCN1C(=O)c1cc(COc2ccc(F)c(F)c2)on1	-8	-2%	i	-24%	-5%	-4%	-3%	-23%	-15%
Cc1cc(C(=O)CSc2nnc(-c3ccc(Cl)cc3)n2C)c(C)n1CC1CCCO1 (stereo not given)	-9	4%	i	-3%	1%	0%	-5%	3%	-6%
O=C1CSC(c2cccnc2)N1Cc1ccc(Cl)c(Cl)c1 (stereo not given)	16	2%	i	-12%	-19%	2%	-4%	·	-8%
CCOC(=O)C1=C(CC)Nc2ccccc2N=C1NC(=O)c1cccc(S(=O)(=O)N2CCOCC2)c1	?	0%	i	0%	-2%	10%	-6%	5%	3%
Cc1cccc(C(=O)NC(C(=O)Nc2ccccc2N2CCOCC2)C(C)C)c1 (stereo not given)	15	-2%	i	-11%	1%	-2%	1%	3%	16%

Compounds were not picked by outcome; any-hit rate near 8.9%.
